WRN inhibitor – WRN helicase (human) inhibition | WRN helicase unwinding, fluorescent forked duplex, kinetic | Potency, µM (series often up to 114 µM), for the others: at the top dose activity change, negative = inhibition, actives largely listed as inhibitors | hit rate 0.46% among 360,000 | Q14191 | AID 651768; note: potency is the fitted concentration of half-maximal effect; % is set by controls: 0 for no effect and ±100 for the full control effect; nearly all actives have a fitted effect of over 55% in size
Target sequence (Q14191 whole entry, looked up): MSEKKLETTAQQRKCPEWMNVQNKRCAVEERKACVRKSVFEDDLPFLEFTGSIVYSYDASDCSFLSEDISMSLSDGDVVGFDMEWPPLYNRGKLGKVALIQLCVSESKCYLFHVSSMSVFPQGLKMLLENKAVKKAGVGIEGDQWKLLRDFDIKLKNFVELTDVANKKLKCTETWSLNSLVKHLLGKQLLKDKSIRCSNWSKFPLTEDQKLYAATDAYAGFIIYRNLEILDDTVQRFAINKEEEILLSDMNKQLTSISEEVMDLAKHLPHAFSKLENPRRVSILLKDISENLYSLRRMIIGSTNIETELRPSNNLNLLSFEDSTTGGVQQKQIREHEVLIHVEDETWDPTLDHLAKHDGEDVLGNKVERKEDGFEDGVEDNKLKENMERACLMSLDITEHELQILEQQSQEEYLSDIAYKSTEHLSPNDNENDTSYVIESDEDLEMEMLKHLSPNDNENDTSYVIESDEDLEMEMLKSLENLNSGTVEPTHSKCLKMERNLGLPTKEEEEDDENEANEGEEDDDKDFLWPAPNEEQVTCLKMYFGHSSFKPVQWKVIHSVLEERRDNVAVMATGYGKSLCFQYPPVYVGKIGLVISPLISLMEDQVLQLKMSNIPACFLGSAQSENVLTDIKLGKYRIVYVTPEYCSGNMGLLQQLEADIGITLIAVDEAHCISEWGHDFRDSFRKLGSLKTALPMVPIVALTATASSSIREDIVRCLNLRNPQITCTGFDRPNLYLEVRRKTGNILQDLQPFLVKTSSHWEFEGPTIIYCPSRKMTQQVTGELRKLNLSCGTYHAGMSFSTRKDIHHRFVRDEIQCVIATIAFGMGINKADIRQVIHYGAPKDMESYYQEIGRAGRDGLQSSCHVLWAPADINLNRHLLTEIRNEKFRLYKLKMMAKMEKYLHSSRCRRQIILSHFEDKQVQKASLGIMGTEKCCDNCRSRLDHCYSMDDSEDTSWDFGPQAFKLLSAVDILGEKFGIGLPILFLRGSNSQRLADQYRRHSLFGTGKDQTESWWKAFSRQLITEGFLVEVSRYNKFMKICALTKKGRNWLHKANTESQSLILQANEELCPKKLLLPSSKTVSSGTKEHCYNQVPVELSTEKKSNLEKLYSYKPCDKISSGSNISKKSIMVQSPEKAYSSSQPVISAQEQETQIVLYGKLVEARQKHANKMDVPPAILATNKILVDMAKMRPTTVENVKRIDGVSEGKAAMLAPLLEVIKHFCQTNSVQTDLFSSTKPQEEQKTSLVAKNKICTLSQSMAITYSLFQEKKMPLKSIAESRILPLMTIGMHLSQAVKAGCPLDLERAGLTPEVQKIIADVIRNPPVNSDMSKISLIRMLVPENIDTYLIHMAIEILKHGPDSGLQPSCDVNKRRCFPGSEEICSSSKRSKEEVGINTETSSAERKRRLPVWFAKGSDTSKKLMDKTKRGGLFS
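WRN at 20 nM final was preincubated with compound for 15 min at room temperature; reaction started with 100 nM forked duplex oligonucleotide carrying fluorophore and quencher plus 2 mM ATP (final). Unwinding followed kinetically by red fluorescence (ex 525/em 598 nm).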
ATXN2 expr inh – ATXN2 expression inhibition | HEK-293 ATXN2-luciferase reporter, luminescence, 24 h | Potency, µM (top dose mostly 57 µM), inactives show at the top dose activity change, negative = inhibition, hits mostly inhibitors | hit rate 0.72% among 360,000; note: potency is the fitted concentration of half-maximal effect; % is set by controls: 0 for no effect and ±100 for the full control effect; nearly all actives have a fitted effect of over 55% in size
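qHTS (up to 57 uM final) was run with 24 h compound exposure of reporter cells at 37 °C. Each well was multiplexed: SteadyGlo luminescence measured ATXN2-luciferase expression after a fluorogenic Gly-Phe-AFC viability readout (25 uM final).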
SW480 rereplic – DNA re-replication induction in SW480 cells. SW480 DNA re-replication, Hoechst DNA content imaging, 48 h. Potency, µM (series often up to 46.1 µM), inactives show top-dose re-replication activation, usual class: activators. hit rate 1.8% among 340,000. AID 624297; note: potency is the fitted concentration of half-maximal effect; % of control where 0% means no effect; nearly all actives have a fitted effect of over 55% in size
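Image-based read-out: total Hoechst fluorescence of nuclei (405 nm excitation, 500-530 nm emission), with hits raising the fraction of high-intensity nuclei. SW480 colon cells incubated 48 hr with compounds at 37 C.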
KB-3-1 cytotox – KB-3-1 parental cell cytotoxicity; KB-3-1 viability, CellTiter-Glo ATP luminescence, 72 h; Potency, µM (series often up to 46.1 µM), without a hit: at the top dose activity change, negative = cytotoxic, hits mostly cytotoxic; hit rate 1.4% among 400,000; AID 1347075; note: potency is the fitted concentration of half-maximal effect; % is set by controls: 0 for no effect and ±100 for the full control effect; nearly all actives have a fitted effect of over 60% in size
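Viability of parental KB-3-1 cells, measured by CellTiter-Glo luminescence, followed a 72 h incubation at 37 °C with pinned compounds in phenol-red-free DMEM containing 10% FBS.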
HT1080 IDH1KD tx – kills HT-1080 cells with IDH1 knockdown; HT-1080 IDH1 knockdown viability, ATP luminescence, 48 h; AID 686971; hit rate 2% among 360,000; Potency, µM (top dose mostly 46.1 µM), inactives show top-dose activity, negative = toxicity, usual class: cytotoxic;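 note: potency is the fitted concentration of half-maximal effect; 0% = DMSO wells and -100% = cell-free medium wells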
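Assay cells: HT-1080 with IDH1 knockdown, 750 per well, RPMI/5% FBS. Exposure: 48 h at 37 °C following 2 h pre-incubation. Read: CellTiter-Glo luminescence; fitted concentration-response, curve class assigned.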
MCF10A rereplic – DNA re-replication induction in MCF 10a cells | MCF 10A DNA re-replication, Hoechst nuclear intensity, 48 h | hit rate 2.9% among 350,000 | Potency, µM (doses to about 46.1 µM), inactives show at the top dose activity, positive = re-replication, usual class: activators | AID 624296; note: potency is the fitted concentration of half-maximal effect; % of control where 0% means no effect; nearly all actives have a fitted effect of over 50% in size
KB-V1 MDR tox – kills drug-selected multidrug resistant KB-V1 cells; KB-V1 MDR cells viability, CellTiter-Glo, 72 h; Potency, µM (top dose mostly 46.1 µM), for inactives: at the highest dose activity change, negative = cytotoxicity, most hits filed as cytotoxic; hit rate 3.4% among 400,000; note: potency is the fitted concentration of half-maximal effect; % is set by controls: 0 for no effect and ±100 for the full control effect; nearly all actives have a fitted effect of over 60% in size
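Following 72 h at 37 degrees C with compound, KB-V1 cell viability was read by CellTiter-Glo luminescence, medium being phenol-red-free DMEM plus 10% FBS; concentration-response parameters came from normalized, curve-fitted qHTS data.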
IL-1B inflam inh – blocks inflammasome-driven IL-1 beta release; THP-1 LPS/ATP IL-1B secretion, AlphaLISA, 16 h; hits give low values; activity change, % at 57.5 µM; hit rate 4.7% among 360,000; AID 743279; in the data active = activity change below about -50%; inconclusive = mostly about -30% to -49%; note: % is set by controls: 0 for no effect and ±100 for the full control effect
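THP-1 cells pretreated 1 hr with compounds (up to 57.5 uM final), then stimulated with LPS (250 ng/mL final) plus ATP (1.25 mM final); secreted IL-1B measured by AlphaLISA after 16 hr, decreased signal indicating inhibition.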
HT1080-NT tox – kills 2HG-producing HT-1080-NT fibrosarcoma cells; HT-1080-NT fibrosarcoma viability, CellTiter-Glo ATP luminescence, 48 h; Potency, µM (doses to about 46.1 µM), without a hit: top-dose activity, negative = less viability, usual class: cytotoxic; hit rate 1.6% among 360,000; AID 686970;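 note: NT is the 2HG producing partner of a matched IDH1 knockdown line; potency is the fitted concentration of half-maximal effect; 0% = DMSO-treated cells and -100% = media-only wells without cells; nearly all actives have a fitted effect of over 55% in size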
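750 cells/well, RPMI + 5% FBS; 2 h settle, compound pin-transfer, 48 h at 37 degrees C. CellTiter-Glo 10 min RT, luminescence. Normalized to DMSO and media-only wells.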
* marks the source's active call; other numbers are inactive results; ? = inconclusive; · = not tested or not shown; [ ] = another dose, or the depositor's remark. Unless noted, calls come from the whole dose curve; as a rule, active = well fitted curve in the direction sought with a large enough effect; inconclusive = small, poorly fitted or top-dose-only effect, or another doubt; inactive = no such curve, though single readings can be large; an effect the other way counts as inactive or inconclusive. Compounds were not picked by outcome; any-hit rate near 12%.

SMILES | WRN inhibitor | ATXN2 expr inh | SW480 rereplic | KB-3-1 cytotox | HT1080 IDH1KD tx | MCF10A rereplic | KB-V1 MDR tox | IL-1B inflam inh | HT1080-NT tox
O=[N+]([O-])c1cc(-c2nnc(Nc3ccc(O)cc3)c3ccccc23)ccc1N1CCOCC1 | -19%[57.1 µM] | -29%[11.3 µM] | 12% | ? | ? | 14% | -27% | · | ?
CCc1cc(=O)oc2cc(OCC(=O)NCCCN3CCCC3=O)c(Cl)cc12 | -2% | -1% | -29% | 4% | 17% | -1% | 21% | -18 | 1%
CCOC(=O)C1=C(COC(=O)c2ccc(Cl)cc2[N+](=O)[O-])NC(=O)NC1C (configuration not stated) | -16% | -9% | -2% | 12% | 0% | 1% | 9% | 11 | 1%
COc1ccccc1NC(=O)OC(C)c1ccc(Cl)cc1 (configuration not stated) | -4% | -1% | -3% | -2% | 12% | 13% | 1% | -15 | 0%
CC1=C(C#N)C(NC(=O)c2ccc(Cl)cc2)(C(F)(F)F)C(=O)N1 (configuration not stated) | ? | 3% | 6% | 1% | -17% | 8% | -13% | ? | -15%
Cc1nonc1NC(=O)CSc1nnc(N)s1 | 4% | 2% | -7% | 0% | 16% | -22% | ? | 21 | 18%
c1ccc2[nH]c(NN=C3CCCCCC3)nc2c1 | -3% | 75%[activator] | -8% | 28% | -3% | -1% | 1% | 44 | -5%
CCn1c(SCC(=O)N2CCOCC2)nnc1-c1cccs1 | 12% | -6% | -10% | 0% | -1% | ? | 5% | -24 | 2%
O=C(c1cc(-c2ccc(F)cc2)on1)N1CCCc2ccccc21 | -9% | · | 3% | 4% | 17% | ? | 5% | 8 | 9%
O=C(/C=C/c1ccc(Cl)cc1)N1CCOCC1 | 0% | -2% | ? | 14% | 6% | 23% | 14% | -10 | 0%
COC(=O)COc1cccc(NS(=O)(=O)c2ccc(NC(C)=O)cc2)c1 | -9% | 1% | 0% | 14% | -3% | 3% | 12% | -14 | 0%
CCN(CC)CCNC(=O)C(=O)NCC1OCCN1S(=O)(=O)c1ccc(Cl)cc1 (configuration not stated) | -13% | -8% | 2% | · | 8% | ? | · | 2 | 5%
CC(=O)NC(=S)Nc1cccc(S(=O)(=O)NC2=NCCC2)c1 | 7% | 0% | -108%[inhibitor] | 9% | 1% | 11% | -18% | 27 | -4%
COc1cccc(-c2nnc(SCc3cccnc3)o2)c1 | -13% | 46%[activator] | -14% | 8% | 3% | 7% | -14% | -25 | 26%
CSc1n[nH]c(NCc2ccc(C)cc2)n1 | -21% | 25% | 15% | -3% | -1% | 10% | 0% | -4 | -8%
CCOc1ccccc1CN1CCNC(=O)C1CC(=O)N(C)Cc1cnccn1 (configuration not stated) | -2% | -13% | -1% | 4% | 18% | ? | 0% | 12 | 15%
COc1ccc(C2C(C(=O)c3cccs3)=C(O)C(=O)N2c2nnc(C)s2)cc1OC (configuration not stated) | -10% | -7% | 2% | 28% | 23% | 14% | -11% | -1 | 7%
CCOc1ccccc1-n1c(=O)c2ccccc2c2ccccc2c1=O | ? | -6% | -1% | 3% | 5% | 12% | -1% | -5 | 2%
CCOC(=O)c1cc2c(c(-c3ccccc3)n1)[C@@H](CCO)N(S(=O)(=O)C(C)(C)C)C2 | -7% | 1% | -116%[inhibitor] | 0% | -1% | 16% | 0% | -10 | 2%
CCOc1ccc(S(=O)(=O)N2CCOCC2)cc1NC(=O)CCOc1ccc(C(C)(C)C)cc1 | -3% | -13% | 0% | -9% | 3% | 6% | -15% | 7 | -3%
CCC1CCCCN1C(=O)CN1C(=O)c2ccccc2S1(=O)=O (configuration not stated) | 0% | 3% | -714%[inhibitor] | -2% | 8% | -2% | 15% | 4 | -2%
CCOC(=O)c1c(-c2ccccc2)oc2ccc(OCC)cc12 | -8% | -5% | 231% | 1% | 4% | ? | ? | -25 | 0%
Cc1ccc(OC(C)C(=O)Nc2ccccc2C(=O)NCc2cccnc2)cc1C (configuration not stated) | -27% | -10% | -6% | -10% | -2% | -2% | ? | 11 | 1%
Cc1ccc([C@@H]2[C@@H]3C(=O)N(C)C(=O)[C@@H]3[C@]3(Cc4ccccc4)C(=O)N(Cc4ccccc4)CC(=O)N23)o1 | 13% | -4% | -7% | 13% | 10% | 12% | -6% | 20 | 1%
CNc1nc2c(N)ncnc2n1[C@H]1O[C@@H](CO)[C@H](O)[C@@H]1O | 5% | ? | ? | -19% | -15% | 11% | 4% | -13 | -10%
Cc1cccc(-c2nc(CSCC(=O)NCCCN3CCOCC3)c(C)o2)c1 | -4% | -2% | 5% | 8% | -4% | 17% | ? | 3 | 4%
C=COC(=O)NC1CCc2cc(OC)c(OC)c(OC)c2-c2ccc(SC)c(=O)cc21 (configuration not stated) | 5% | -3% | ? | 0.0065µM* | ? | 17% | ? | 43 | 0.18µM*
CCCCNC(=O)Nc1ccnn1C1CCCCC1 | 6% | -1% | -17% | -5% | 13% | -14% | 0% | 15 | 12%
COC(=O)c1ccc(/C=N/N2CCN(Cc3ccc(C)cc3C)CC2)cc1 | 0% | -19% | -12% | -1% | 2% | 0% | 18µM* | -4 | 5%
O=C(CN1C(=O)NC(c2ccccc2)(c2ccccc2)C1=O)NC1CCS(=O)(=O)C1 (configuration not stated) | 3% | 0% | -6% | 3% | 2% | ? | ? | 14 | 3%
CSc1nnc(-c2ccc(S(=O)(=O)N3CCCC3)cc2)n1C | 0% | 10% | 3% | 5% | 1% | -2% | -19% | 0 | 3%
COc1ccc(N=Nc2cc(C)c(O)c(CN3CCCCC3)c2)cc1 | -11% | 4% | -65%[inhibitor] | 0% | -29% | ? | -9% | 0 | -15%
C#CCSc1nnc(-c2ccc(O)cc2)o1 | -2% | 21% | -22% | 14% | 15% | 0% | 22% | -20 | 13%
Cc1ccc(C)c(NC(=O)CCC(=O)NNC(=O)C(c2ccccc2)c2ccccc2)c1 | -5% | -3% | -7% | 6% | ? | 1% | 2% | 5 | 0%
C/C=C1\NC(=O)[C@H](C)NC(=O)[C@@H](NC(=O)[C@H](Cc2ccc(O)cc2)NC(=O)[C@@H](NC(=O)/C(C)=C/C)C(C)C)[C@@H](C)OC(=O)[C@H](CCCc2ccc(O)cc2)NC(=O)[C@@H](CCC(=O)OC)NC1=O | -11% | 13% | · | 0% | -12% | · | 0% | 23 | 27%
CCc1cc(C(=O)N(C)CC(=O)Nc2c(Cl)cccc2Cl)sc1C | -8% | 2% | 3% | -2% | 9% | 19% | 18µM* | -7 | 4%
c1ccc(Oc2cccc3cccnc23)nc1 | -3% | 3% | -7% | 1% | 2% | -4% | 0% | -3 | 14%
Oc1ccc(C2C(c3ccccc3)=NN=C(c3ccc(Cl)cc3)N2O)c(O)c1 (configuration not stated) | 0% | 22% | -137%[inhibitor] | ? | -1% | -36%[inhibitor] | ? | ? | -1%
COc1cccc(C2c3c(oc4ccccc4c3=O)C(=O)N2CCCN2CCOCC2)c1OC (configuration not stated) | 1% | 1% | 2% | 14% | 17% | 3% | 5% | 11 | 0%
O=C(Nc1cccc(S(=O)(=O)NCc2ccco2)c1)c1ccc(Cl)cc1 | -24% | -9% | -16% | -28% | -5% | -1% | -31% | 8 | -4%
CCc1cc2cc(OC)ccc2nc1SCC(=O)NNC(=O)c1ccco1 | -23%[57.1 µM] | -24%[11.3 µM] | 1% | 13% | -22% | 22% | -11% | -7 | -25%
C=CCN1CC(C(=O)N2CCC(Cc3ccc(Cl)cc3)(C(=O)OCC)CC2)CC1=O (configuration not stated) | -2% | 16% | -8% | -5% | 3% | -21% | 3% | 17 | 1%
Cc1c(NC(=O)c2ccc(NS(=O)(=O)c3cccc([N+](=O)[O-])c3)cc2)c(=O)n(-c2ccccc2)n1C | 3% | 5% | -5% | 3% | 4% | 2% | 4% | 19 | 10%
CC1CCCC(NC(=O)CNC(=S)N(Cc2ccccc2)Cc2cccs2)C1C (configuration not stated) | -9% | 23% | ? | -9% | ? | 13µM* | ? | -11 | ?
N#Cc1ccccc1S(=O)(=O)N1CCN(C(=O)Cc2coc3cc(O)ccc23)CC1 | -14% | -13% | 2% | -6% | -9% | 18% | 5% | 0 | 0%
CC(=O)Cc1nsc(Nc2ccc(Cl)cc2)n1 | -1% | 16% | -8% | -4% | -29% | 0% | 2% | -15 | -26%
CCOc1ccccc1C(=O)Nc1nnc(SCC(=O)Nc2cc(C)on2)s1 | -5% | -14% | 1% | 0% | ? | 0% | -10% | -7 | 1%
Cc1ccc(NC(=O)C(C)OC(=O)Cn2cnc3ccccc3c2=O)cc1 (configuration not stated) | -6% | 7% | -4% | 4% | 5% | 0% | 0% | 0 | 7%
CC(=O)NN1C(=O)c2ccccc2NC1c1cccc([N+](=O)[O-])c1 (configuration not stated) | 15% | -14% | 0% | -12% | 13% | -4% | ? | 16 | 4%
CC(C)c1nc2oc3c(=O)[nH]cnc3c2c2c1CCC2 | -16% | -3% | -2% | 1% | 1% | 3% | ? | 4 | 0%
O=C(CCn1c(=S)[nH]c2ccccc2c1=O)NCCc1ccc(Cl)cc1 | -5% | -15% | 1% | 9% | 5% | -1% | -4% | -20 | 24%
CC(=O)C1=C(C)Nc2cc(C(F)(F)F)ccc2S1 | -28% | 11% | 0% | 3% | 2% | -2% | 28% | 21 | 0%

Screening data: PubChem BioAssay, National Center for Advancing Translational Sciences (NCATS)
